Bioassay records (PubChem)
HepG2 tox = qHTS for Inhibitors of TGF-b: Cytotox Counterscreen; HepG2 CAGA-GFP viability, ATP luminescence, 18 h; 410,000 tested, 0.76% active; AID 588856, 2011; Potency, µM (doses to about 46.1 µM), for the others: at the highest dose activity change, negative = cytotoxicity, usual class: cytotoxic; note: potency is the fitted concentration of half-maximal effect; some results filed as inactive show a strong effect at the top dose
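CellTiter-Glo luminescence gave cytotoxicity after 18 hours at 37 degrees C. The cells were HepG2 CAGA-GFP in 1% FBS DMEM, stimulated with 500 pg/mL TGF-beta after compound addition. %Activity was normalised to no-cell wells (complete cell-killing) and DMSO (no toxicity), and curves were fitted and classified.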
ATXN viability = Viability Counterscreen for Primary qHTS for Inhibitors of ATXN expression; S2 cells (HEK-293 line with an ATXN2-luciferase reporter) viability, CellTiter-Fluor protease fluorescence, 24 h; AID 651635, 2014; Potency, µM (doses to about 56.7 µM), actives largely listed as cytotoxic; 400,000 tested, 0.49% active; note: potency is the fitted concentration of half-maximal effect; nearly all actives have a fitted effect of over 40% in size
IL1B secr inh = qHTS for Inhibitors of Inflammasome Signaling: IL-1-beta AlphaLISA Primary Screen. 360,000 tested, 4.7% active. activity change, % at 57.5 µM. AID 743279, 2014. THP-1 LPS/ATP IL-1B secretion, AlphaLISA, 16 h; hits give low values; in the data active = activity change below about -50%; inconclusive = mostly about -30% to -49%; note: % is set by controls: 0 for no effect and ±100 for the full control effect
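Secreted IL-1B measured by AlphaLISA bead assay after 16 h compound exposure of THP-1 cells; compounds (final up to 57.5 uM) added 1 h before LPS (250 ng/mL) and ATP (1.25 mM) stimulation; lower signal means less secretion.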
MCF10A rerep = A quantitative high throughput screen for small molecules that induce DNA re-replication in MCF 10a normal breast cells; MCF 10A DNA re-replication, Hoechst nuclear intensity, 48 h; Potency, µM (titrated, usually from 46.1 µM), for the others: at the top dose activity, positive = re-replication, usual class: activators; AID 624296, 2012; 350,000 tested, 2.9% active; note: potency is the fitted concentration of half-maximal effect; % of control where 0% means no effect; nearly all actives have a fitted effect of over 50% in size
ATXN2 expr inh = Primary qHTS for Inhibitors of ATXN expression; HEK-293 ATXN2-luciferase reporter, luminescence, 24 h; Potency, µM (titrated, usually from 57 µM), without a hit: top-dose activity change, negative = inhibition, actives largely listed as inhibitors; 360,000 tested, 0.72% active; AID 1745845, 2022; note: potency is the fitted concentration of half-maximal effect; % is set by controls: 0 for no effect and ±100 for the full control effect; nearly all actives have a fitted effect of over 55% in size
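qHTS (up to 57 uM final) was run with 24 h compound exposure of reporter cells at 37 °C. Each well was multiplexed: SteadyGlo luminescence measured ATXN2-luciferase expression after a fluorogenic Gly-Phe-AFC viability readout (25 uM final).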
Nrf2 activator = qHTS of Nrf2 Activators | AREc32 ARE-luciferase reporter (MCF7-derived line), luminescence, 24 h | Potency, µM (doses to about 46.1 µM), inactives show at the top dose activation, usual class: activators | 410,000 tested, 0.31% active | AID 624171, 2012; note: potency is the fitted concentration of half-maximal effect; % of control where 0% means no effect; nearly all actives have a fitted effect of over 65% in size
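Steps: seed AREc32_Fluc cells (1000/well, 5% FBS OPTI-MEM); incubate overnight at 37 deg C; add 23 nL compound; incubate 24 hr; add Steady-Glo; hold 30 min RT; read luminescence.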
A549 tox = Nrf2 qHTS screen for inhibitors: counterscreen for cytotoxicity. A549 ARE-Fluc cells, CellTiter-Fluor viability, 18-24 h. Potency, µM (doses to about 46 µM), without a hit: top-dose activity change, negative = cytotoxicity, actives largely listed as inhibitors. 390,000 tested, 0.16% active; note: potency is the fitted concentration of half-maximal effect; % is set by controls: 0 for no effect and ±100 for the full control effect
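A549 ARE-Fluc cells in 5% FBS OPTI-MEM, 5000 cells/well, rested 2 h then exposed to compounds in concentration-response for 18-24 h at 37 °C. Viability by CellTiter-Fluor fluorescence (Ex 405/Em 525) after 30 min; luciferase luminescence (BugLite, 15 min, RT) read afterwards.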
Nrf2 inh = Nrf2 qHTS screen for inhibitors; A549 ARE-Fluc reporter, luciferase luminescence, 18-24 h; Potency, µM (titrated, usually from 46 µM), inactives show at the top dose activity change, negative = inhibition, actives largely listed as inhibitors; 360,000 tested, 2.1% active; note: potency is the fitted concentration of half-maximal effect; % is set by controls: 0 for no effect and ±100 for the full control effect; nearly all actives have a fitted effect of over 60% in size
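Nrf2 function is reported as luminescence of an ARE-controlled luciferase in A549 cells. Compounds were tested at several concentrations, and a CellTiter-Fluor read on the same wells flagged cytotoxicity.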
TGFb inhibitor = qHTS for Inhibitors of TGF-b. HepG2 CAGA-GFP TGF-b/SMAD3 reporter, GFP fluorescence, 18 h; TGF-beta stimulated, 500 pg/mL final. Potency, µM (series often up to 46.1 µM), for inactives: at the top dose activity, negative = inhibition, actives largely listed as inhibitors. 410,000 tested, 1.2% active; note: potency is the fitted concentration of half-maximal effect; % is set by controls: 0 for no effect and ±100 for the full control effect; nearly all actives have a fitted effect of over 65% in size
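Inhibition of TGF-beta-driven CAGA-GFP reporter expression in HEPG2 cells is measured by cellular GFP fluorescence after 18 h stimulation with 500 pg/mL recombinant TGF-beta in 1% FBS medium at 37 degrees C.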
Starred values were filed as active, the others as inactive; i = inactive; ? = inconclusive; . = not tested or not shown; & = joins results of further samples; [ ] = another dose, or the depositor's remark. Unless noted, calls come from the whole dose curve; as a rule, active = well fitted curve in the direction sought with a large enough effect; inconclusive = small, poorly fitted or top-dose-only effect, or another doubt; inactive = no such curve, though single readings can be large; an effect the other way counts as inactive or inconclusive.

#	compound	HepG2 tox	ATXN viability	IL1B secr inh	MCF10A rerep	ATXN2 expr inh	Nrf2 activator	A549 tox	Nrf2 inh	TGFb inhibitor
1	C[C@H]1CN([C@@H](C)CO)C(=O)CCCn2nncc2CO[C@@H]1CN(C)Cc1ccc(C(=O)O)cc1	2%	i	9	.	-2%	0.3%	.	.	2%
2	N/C(=N\OC(=O)c1ccc(=O)n(Cc2ccc(Cl)cc2)c1)c1ccccn1	-6%	?	-14	13%	.	14%	-15%	-26%	8%
3	CN(CC(=O)Nc1ccc(F)c(F)c1F)C(=O)Cn1cnc2c1c(=O)n(C)c(=O)n2C	-8%	i	22	-5%	14%	-0.1%	-7%	-18%	8%
4	Cc1ccc2nc(COc3cccc(NC(=O)COc4ccccc4F)c3)cc(=O)n2c1	3%	.	.	.	.	5.6%	0%	.	-18%
5	O=C(NCc1ccc2c(c1)OCO2)c1ccc(Br)o1	-1%	i	-15	-2%	13%	0.0%	-4%	?	-1%
6	CCOc1ccc(-c2c(C)nn3c(C)c(C(=O)NCCc4ccccc4)cnc23)cc1OCC	-3%	i	.	.	6%	-0.8%	5%	-3%	0%
7	O=C1CN(C(=O)CSc2nc3c(cnn3-c3ccccc3)c(=O)[nH]2)c2ccccc2N1	17%	i	19	6%	-3%	-0.9%	-1%	1%	5%
8	O=C(Nc1nnc(-c2ccccc2)o1)c1nc2ccccc2s1	-101%	?	75	23µM*	?	0.0%	-18%	?	?
9	CC1CCN(C(=O)CSc2nc3ccccc3c(=O)[nH]2)CC1	0%	i	21	-1%	9%	-0.6%	-4%	12%	-1%
10	Cc1cccc(NC(=O)C(C)OC(=O)CNC(=O)C2CCCCC2)c1 (stereo not given)	-6%	i	-15	.	.	0.2%	.	.	-1%
11	Cc1ccc(-n2nc(-c3ccc(F)cc3)c3cnc4cc5c(cc4c32)OCO5)cc1C	-4%	i	.	.	4%	-0.5%	2%	2%	-1%
12	COc1cc(C)ccc1OCc1cc(C(=O)NC2CCOCC2)no1	-22%	i	-9	.	.	6.8%	.	.	-11%
13	CC(C)(C)C(=O)N1CCC2CC1c1cc(Cl)ccc12 (stereo not given)	-6%	i	6	5%	4%	0.4%	-5%	3%	?
14	CCCCc1nc(C(N)=O)c2[nH]c(=O)n(-c3ccc(OC)c(OC)c3)c2n1	-2%	i	15	-2%	-6%	0.3%	0%	-8%	-1%
15	CCCCc1sc(-c2c(C#N)c(N)nc3c2CCCCC3)cc1[N+](=O)[O-]	3%	i	-8	-4%	-8%	-0.3%	-20%	?	-23%
16	Cc1cc(C(=O)NNc2cc(Cl)ccc2Cl)no1	-5%	i	0	-4%	-12%	0.8%	0%	6%	-15%
17	COc1ccc2cc(S(=O)(=O)NCCCN3CCOCC3)ccc2c1	-6%	i	-13	17%	-20%	-0.3%	0%	-24%	9%
18	COc1ccc(-c2oc3c(c2C(=O)OCCCO)C(OCCO)CCC3)cc1 (stereo not given)	.	i	0	.	3%	-0.6%	.	.	.
19	CCc1ccc(NC(=O)CCc2ccc(C)o2)cc1	-17%	i	0	16µM*	8%	8.3%	17%	7%	-19%
20	O=C(NC(NCc1ccccn1)(C(F)(F)F)C(F)(F)F)c1ccco1	-4%	i	23	19%	8%	0.0%	-9%	.	1%
21	COc1cc(C(=O)NCCNc2nc3c(C)cccc3cc2C#N)cc(OC)c1OC	-9%	?	6	.	.	-1.1%	.	.	-1%
22	Cc1ccc(C(=O)NCC(=O)OCCCn2c(=O)[nH]c3ccccc32)cc1C	0%	i	-18	.	.	-1.0%	.	.	2%
23	COc1ccc(OCCCC(=O)NCCc2nc3ccccc3[nH]2)cc1	-3%	i	56	3%	-15%	1.9%	3%	-22%	5%
24	CC(=O)Nc1nnc(SCC(=O)Nc2ccc(N3CCOCC3)c(Cl)c2)s1	1%	i	-18	8%	16%	-0.2%	5%	12%	-15%
25	CC1=CC(C)(C)N(C(=O)CCl)c2ccccc21	1%	i	-15	-4%	.	?	29%	1%	1%
26	Cc1ccccc1NCc1ccc([N+](=O)[O-])s1	5%	.	-22	4.6µM*	-13%	11%	0%	6%	27%
27	COc1ccc(NC(=O)C2CCCCN2N)cc1OCC(C)C (stereo not given)	-1%	i	-3	2%	10%	-0.5%	?	9%	-16%
28	CSCCC(NC(=O)c1ccccc1Cl)C(=O)NNC(=O)c1csc(N2CCOCC2)n1 (stereo not given)	-3%	i	6	2%	-6%	0.2%	0%	0%	-1%
29	O=C(O)CCC(=O)N1CCN(c2nc(-c3ccccc3Cl)c3cc(Br)ccc3n2)CC1	-5%	i	33	21µM*	-11%	0.5%	4%	-11%	-16%
30	Cn1c(=O)oc2cc(S(=O)(=O)Nc3ccc(C(=O)O)cc3)ccc21	6%&-40%	i	20	.	16%	0.0%&0.5%	-4%	11%	-21%&0%
31	COc1ccc(C)cc1-n1nnnc1SCC(=O)NC1CC1	-1%	i	8	4%	-8%	0.4%	-7%	12%	-10%
32	CCCc1c(O)nc(SCC(=O)NCCc2ccc(OC)c(OC)c2)[nH]c1=O	-17%	i	8	-1%	-18%	-0.6%	-2%	.	4%
33	Cc1cc(=O)[nH]c(N/N=C/c2c[nH]c3ccccc23)n1	-16%	i	14	-4%	.	?	0%	-17%	5%
34	COC(=O)COc1cccc(NS(=O)(=O)c2cccc([N+](=O)[O-])c2)c1	-21%	i	-194*	?	-8%	-0.9%	-1%	2%	?
35	CC1CCCCC12NC(=O)N(CC(=O)NC1CCCc3ccccc31)C2=O (stereo not given)	-16%	i	0	-1%	5%	-0.5%[9.22 µM]	11%	7%	?
36	CC(=O)N1CCN(CC(=O)NC(=O)Nc2ccc3c(c2)OCCO3)CC1	-1%	i	12	-1%	1%	-0.2%	-8%	2%	-5%
37	Cc1cccc(NC(=O)N2CCN(C(=O)c3nsc4ccccc34)CC2)c1C	-1%	.	.	.	.	-0.9%	-9%	.	0%
38	COc1ccc(N2CCN(C(C)C(=O)N3CCc4ccccc43)CC2)cc1 (stereo not given)	-22%	i	0	12%	-21%	2.3%	2%	0%	-20%
39	Cc1cc(C)c(NC(=O)NC2CCCCC2)c(C)c1	46%	i	0	-5%	-9%	0.5%[9.22 µM]	-3%	-2%	25%
40	Cc1cc(C)nc(SCCC(=O)Nc2cccc3ccccc23)n1	-10%	i	-7	-15%	-11%	0.3%	-10%	-23%	-25%
41	C=CCC1c2cccc(C(=O)O)c2C(=O)N1c1cccc(OC)c1 (stereo not given)	-49%	i	-1	4%	.	-0.1%	6%	-6%	-13%
42	CCN(CC)CC(=O)Nc1cc(N(C)C)nc2ccccc12	7%	i	.	?	-35%	2.3%	-1%	4%	6%
43	COc1cccc(NC(=O)CSc2nc3c(oc4ccccc43)c(=O)n2Cc2ccco2)c1	-19%	i	.	.	-26%	-0.9%	-8%	-27%	-33%
44	Cc1ncc([N+](=O)[O-])n1CC(=O)Nc1cc(Cl)ccc1Cl	2%	i	14	2%	-9%	0.2%	1%	-3%	15%
45	COc1cccc([C@@H]2CC=C(C(=O)O)[C@H](c3ccc(C)cc3)N2S(=O)(=O)c2ccc(C)cc2)c1	-2%	i	25	-46%[inhibitor]	10%	2.6%	-7%	-27%	-10%
46	O=[N+]([O-])c1ccc2c(c1)C(=NO)c1cc(F)ccc1-2	-10%	i	?	24%	-32%	7.7%	-2%	-1%	0%
47	COc1ccc(CNC(=O)C(NS(=O)(=O)c2cccc3nsnc23)C(C)C)cc1 (stereo not given)	1%	i	-8	9%	1%	0.0%	1%	-4%	13%
48	CC[C@]12c3[nH]c4cc(-c5ccco5)ccc4c3CCN1C(=O)[C@@H](CC(=O)NCCN1CCOCC1)C[C@@H]2C(=O)N1CCN(C(=O)C2CC2)CC1	14%	i	8	1%	3%	-0.7%	-3%	5%	-3%
49	O=C(NCCN1CCN(C(=O)c2cccs2)CC1)C(=O)Nc1ccc(Br)cc1	-12%	i	-22	21%	-20%	0.7%	-4%	?	0%
50	Cc1ccc(S(=O)(=O)N2[C@@H](c3ccccc3)C(C(=O)O)=CC[C@H]2c2ccc(Cl)c(Cl)c2)cc1	-13%	?	36	56%	0%	-0.8%	-11%	4%	?
51	COc1ccc(CNC(=O)c2ccc(S(=O)(=O)N3CC(C)CC(C)C3)cc2)cc1OC (stereo not given)	-4%	i	0	5%	-24%	2.2%	-8%	?	-19%
52	Cc1nc2ccccn2c1C(=O)N=Nc1c(O)[nH]c2ccccc12	4%	i	-2	9%	10%	2.4%	8%	?	10%
53	CCOC(=O)C1CCN(c2c(NCCN3CCN(c4ccccc4)CC3)c(=O)c2=O)CC1	0%	i	1	-3%	2%	0.0%	-4%	-6%	4%

Nos. 44 through 45, quoted:
#	compound	HepG2 tox	ATXN viability	IL1B secr inh	MCF10A rerep	ATXN2 expr inh	Nrf2 activator	A549 tox	Nrf2 inh	TGFb inhibitor
44	Cc1ncc([N+](=O)[O-])n1CC(=O)Nc1cc(Cl)ccc1Cl	2%	i	14	2%	-9%	0.2%	1%	-3%	15%
45	COc1cccc([C@@H]2CC=C(C(=O)O)[C@H](c3ccc(C)cc3)N2S(=O)(=O)c2ccc(C)cc2)c1	-2%	i	25	-46%[inhibitor]	10%	2.6%	-7%	-27%	-10%
